RORgamma inh = qHTS for inhibitors of ROR gamma transcriptional activity | Nuclear receptor ROR-gamma (Mus musculus), P51450 | Drosophila S2 Gal4-RORgamma UAS-luciferase reporter, 20 h | Potency, µM (titrated, usually from 53.6 µM), without a hit: at the highest dose activity change, negative = inhibition, hits mostly inhibitors | 5.4% of 310,000 active | AID 2551, 2010; note: % is set by controls: 0 for no effect and ±100 for the full control effect; nearly all actives have a fitted effect of over 60% in size
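ROR gamma transcriptional activity was tracked as Gal4-UAS luciferase output in stably transfected Drosophila Schneider cells, with compound added 1 hr before 700 uM copper sulfate induction and a 20 hr ambient-temperature incubation.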
uPA generation = qHTS for Inhibitors of Cell Surface uPA Generation; Potency, µM (highest dose often 38.3 µM), inactives show at the top dose activity change, negative = inhibition, actives largely listed as inhibitors; 0.31% of 330,000 active; cell surface uPA generation assay, qHTS; AID 540303, 2011; active = well fitted inhibition curve with a large enough effect; inconclusive = small, poorly fitted or top-dose-only effect; inactive = no such curve, though single readings can be large or run the other way; tested in mouse RAW 264.7 cells; note: % is set by controls: 0 for no effect and ±100 for the full control effect; nearly all actives have a fitted effect of over 55% in size
FLuc counter = qHTS profiling assay for firefly luciferase inhibitor/activator using purifed enzyme and Km concentrations of substrates (counterscreen for miR-21 project); purified FLuc, Km substrates, luminescence inhibition; Potency, µM (top dose mostly 57.5 µM), without a hit: at the top dose activity change, negative = inhibition, most hits filed as inhibitors; Luciferin 4-monooxygenase (Photinus pyralis), P08659; 6.9% of 360,000 active;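 note: plate controls were vehicle for no effect and reference inhibitor for full effect; nearly all actives have a fitted effect of over 55% in size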
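Purified P. pyralis luciferase, 10 nM final, with Km-level 10 uM D-luciferin and 10 uM ATP in 50 mM Tris acetate pH 7.5, 10 mM Mg acetate, 0.01% Tween-20, 0.05% BSA; 6-point qHTS titration about 60 µM downward; luminescence read.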
MBNL1-CUG inh = qHTS Assay for Inhibitors of MBNL1-poly(CUG) RNA binding; Muscleblind-like protein 1 (Homo sapiens), Q9NR56; TR-FRET MBNL1-His/biotin-(CUG)12 binding, 665/545 ratio; Potency, µM (doses to about 57.5 µM), inactives show top-dose activity change, negative = inhibition, hits mostly inhibitors; 0.036% of 280,000 active; AID 2675, 2010; active = well fitted inhibition curve with a large enough effect in the signal ratio, with a control signal flat, not every such curve was filed as active; inconclusive = small, poorly fitted or top-dose-only effect, or effect the other way, or a change in a side signal; inactive = no such curve, though single readings can be large or run the other way; the % refers to the signal ratio; note: % is set by controls: 0 for no effect and ±100 for the full control effect
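Ratiometric TR-FRET (665 over 545 nm, excitation 340 nm) tracks disruption of MBNL1-His/biotin-(CUG)12 complex after 60 min at room temperature, with compounds at 92 nM to 58 uM final.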
Rab9 prom act = qHTS Assay for Rab9 Promoter Activators; Huh7 Rab9 promoter-luciferase reporter, luminescence, 24 h; Potency, µM (doses to about 9.22 µM), for the others: at the top dose activation, negative = inhibition, actives largely listed as activators; 2.8% of 320,000 active; AID 485297, 2010; note: % of control where 0% means no effect; nearly all actives have a fitted effect of over 60% in size
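Luciferase signal after 10 min detection reagent at ambient indicates Rab9 promoter upregulation; stably transfected Huh7 cells were treated 24 h with compound in DMSO at 37 °C, 5% CO2.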
CXXC DNA block = qHTS Fluorescence Polarization Assay for Inhibitors of MLL CXXC domain - DNA interaction | Histone-lysine N-methyltransferase 2A (Homo sapiens), Q03164 | MLL-CXXC / FITC-HOXA9 DNA fluorescence polarization | Potency, µM (titrated, usually from 115 µM), for inactives: at the top dose activity change, negative = inhibition, actives largely listed as inhibitors | 0.037% of 290,000 active; active = well fitted inhibition curve with a large enough effect in the polarisation, with a control signal flat, not every such curve was filed as active; inconclusive = small, poorly fitted or top-dose-only effect, or effect the other way, or a change in a side signal; inactive = no such curve, though single readings can be large or run the other way; the % refers to the polarisation
Target sequence (Q03164 whole entry, looked up, the tested form may be a part): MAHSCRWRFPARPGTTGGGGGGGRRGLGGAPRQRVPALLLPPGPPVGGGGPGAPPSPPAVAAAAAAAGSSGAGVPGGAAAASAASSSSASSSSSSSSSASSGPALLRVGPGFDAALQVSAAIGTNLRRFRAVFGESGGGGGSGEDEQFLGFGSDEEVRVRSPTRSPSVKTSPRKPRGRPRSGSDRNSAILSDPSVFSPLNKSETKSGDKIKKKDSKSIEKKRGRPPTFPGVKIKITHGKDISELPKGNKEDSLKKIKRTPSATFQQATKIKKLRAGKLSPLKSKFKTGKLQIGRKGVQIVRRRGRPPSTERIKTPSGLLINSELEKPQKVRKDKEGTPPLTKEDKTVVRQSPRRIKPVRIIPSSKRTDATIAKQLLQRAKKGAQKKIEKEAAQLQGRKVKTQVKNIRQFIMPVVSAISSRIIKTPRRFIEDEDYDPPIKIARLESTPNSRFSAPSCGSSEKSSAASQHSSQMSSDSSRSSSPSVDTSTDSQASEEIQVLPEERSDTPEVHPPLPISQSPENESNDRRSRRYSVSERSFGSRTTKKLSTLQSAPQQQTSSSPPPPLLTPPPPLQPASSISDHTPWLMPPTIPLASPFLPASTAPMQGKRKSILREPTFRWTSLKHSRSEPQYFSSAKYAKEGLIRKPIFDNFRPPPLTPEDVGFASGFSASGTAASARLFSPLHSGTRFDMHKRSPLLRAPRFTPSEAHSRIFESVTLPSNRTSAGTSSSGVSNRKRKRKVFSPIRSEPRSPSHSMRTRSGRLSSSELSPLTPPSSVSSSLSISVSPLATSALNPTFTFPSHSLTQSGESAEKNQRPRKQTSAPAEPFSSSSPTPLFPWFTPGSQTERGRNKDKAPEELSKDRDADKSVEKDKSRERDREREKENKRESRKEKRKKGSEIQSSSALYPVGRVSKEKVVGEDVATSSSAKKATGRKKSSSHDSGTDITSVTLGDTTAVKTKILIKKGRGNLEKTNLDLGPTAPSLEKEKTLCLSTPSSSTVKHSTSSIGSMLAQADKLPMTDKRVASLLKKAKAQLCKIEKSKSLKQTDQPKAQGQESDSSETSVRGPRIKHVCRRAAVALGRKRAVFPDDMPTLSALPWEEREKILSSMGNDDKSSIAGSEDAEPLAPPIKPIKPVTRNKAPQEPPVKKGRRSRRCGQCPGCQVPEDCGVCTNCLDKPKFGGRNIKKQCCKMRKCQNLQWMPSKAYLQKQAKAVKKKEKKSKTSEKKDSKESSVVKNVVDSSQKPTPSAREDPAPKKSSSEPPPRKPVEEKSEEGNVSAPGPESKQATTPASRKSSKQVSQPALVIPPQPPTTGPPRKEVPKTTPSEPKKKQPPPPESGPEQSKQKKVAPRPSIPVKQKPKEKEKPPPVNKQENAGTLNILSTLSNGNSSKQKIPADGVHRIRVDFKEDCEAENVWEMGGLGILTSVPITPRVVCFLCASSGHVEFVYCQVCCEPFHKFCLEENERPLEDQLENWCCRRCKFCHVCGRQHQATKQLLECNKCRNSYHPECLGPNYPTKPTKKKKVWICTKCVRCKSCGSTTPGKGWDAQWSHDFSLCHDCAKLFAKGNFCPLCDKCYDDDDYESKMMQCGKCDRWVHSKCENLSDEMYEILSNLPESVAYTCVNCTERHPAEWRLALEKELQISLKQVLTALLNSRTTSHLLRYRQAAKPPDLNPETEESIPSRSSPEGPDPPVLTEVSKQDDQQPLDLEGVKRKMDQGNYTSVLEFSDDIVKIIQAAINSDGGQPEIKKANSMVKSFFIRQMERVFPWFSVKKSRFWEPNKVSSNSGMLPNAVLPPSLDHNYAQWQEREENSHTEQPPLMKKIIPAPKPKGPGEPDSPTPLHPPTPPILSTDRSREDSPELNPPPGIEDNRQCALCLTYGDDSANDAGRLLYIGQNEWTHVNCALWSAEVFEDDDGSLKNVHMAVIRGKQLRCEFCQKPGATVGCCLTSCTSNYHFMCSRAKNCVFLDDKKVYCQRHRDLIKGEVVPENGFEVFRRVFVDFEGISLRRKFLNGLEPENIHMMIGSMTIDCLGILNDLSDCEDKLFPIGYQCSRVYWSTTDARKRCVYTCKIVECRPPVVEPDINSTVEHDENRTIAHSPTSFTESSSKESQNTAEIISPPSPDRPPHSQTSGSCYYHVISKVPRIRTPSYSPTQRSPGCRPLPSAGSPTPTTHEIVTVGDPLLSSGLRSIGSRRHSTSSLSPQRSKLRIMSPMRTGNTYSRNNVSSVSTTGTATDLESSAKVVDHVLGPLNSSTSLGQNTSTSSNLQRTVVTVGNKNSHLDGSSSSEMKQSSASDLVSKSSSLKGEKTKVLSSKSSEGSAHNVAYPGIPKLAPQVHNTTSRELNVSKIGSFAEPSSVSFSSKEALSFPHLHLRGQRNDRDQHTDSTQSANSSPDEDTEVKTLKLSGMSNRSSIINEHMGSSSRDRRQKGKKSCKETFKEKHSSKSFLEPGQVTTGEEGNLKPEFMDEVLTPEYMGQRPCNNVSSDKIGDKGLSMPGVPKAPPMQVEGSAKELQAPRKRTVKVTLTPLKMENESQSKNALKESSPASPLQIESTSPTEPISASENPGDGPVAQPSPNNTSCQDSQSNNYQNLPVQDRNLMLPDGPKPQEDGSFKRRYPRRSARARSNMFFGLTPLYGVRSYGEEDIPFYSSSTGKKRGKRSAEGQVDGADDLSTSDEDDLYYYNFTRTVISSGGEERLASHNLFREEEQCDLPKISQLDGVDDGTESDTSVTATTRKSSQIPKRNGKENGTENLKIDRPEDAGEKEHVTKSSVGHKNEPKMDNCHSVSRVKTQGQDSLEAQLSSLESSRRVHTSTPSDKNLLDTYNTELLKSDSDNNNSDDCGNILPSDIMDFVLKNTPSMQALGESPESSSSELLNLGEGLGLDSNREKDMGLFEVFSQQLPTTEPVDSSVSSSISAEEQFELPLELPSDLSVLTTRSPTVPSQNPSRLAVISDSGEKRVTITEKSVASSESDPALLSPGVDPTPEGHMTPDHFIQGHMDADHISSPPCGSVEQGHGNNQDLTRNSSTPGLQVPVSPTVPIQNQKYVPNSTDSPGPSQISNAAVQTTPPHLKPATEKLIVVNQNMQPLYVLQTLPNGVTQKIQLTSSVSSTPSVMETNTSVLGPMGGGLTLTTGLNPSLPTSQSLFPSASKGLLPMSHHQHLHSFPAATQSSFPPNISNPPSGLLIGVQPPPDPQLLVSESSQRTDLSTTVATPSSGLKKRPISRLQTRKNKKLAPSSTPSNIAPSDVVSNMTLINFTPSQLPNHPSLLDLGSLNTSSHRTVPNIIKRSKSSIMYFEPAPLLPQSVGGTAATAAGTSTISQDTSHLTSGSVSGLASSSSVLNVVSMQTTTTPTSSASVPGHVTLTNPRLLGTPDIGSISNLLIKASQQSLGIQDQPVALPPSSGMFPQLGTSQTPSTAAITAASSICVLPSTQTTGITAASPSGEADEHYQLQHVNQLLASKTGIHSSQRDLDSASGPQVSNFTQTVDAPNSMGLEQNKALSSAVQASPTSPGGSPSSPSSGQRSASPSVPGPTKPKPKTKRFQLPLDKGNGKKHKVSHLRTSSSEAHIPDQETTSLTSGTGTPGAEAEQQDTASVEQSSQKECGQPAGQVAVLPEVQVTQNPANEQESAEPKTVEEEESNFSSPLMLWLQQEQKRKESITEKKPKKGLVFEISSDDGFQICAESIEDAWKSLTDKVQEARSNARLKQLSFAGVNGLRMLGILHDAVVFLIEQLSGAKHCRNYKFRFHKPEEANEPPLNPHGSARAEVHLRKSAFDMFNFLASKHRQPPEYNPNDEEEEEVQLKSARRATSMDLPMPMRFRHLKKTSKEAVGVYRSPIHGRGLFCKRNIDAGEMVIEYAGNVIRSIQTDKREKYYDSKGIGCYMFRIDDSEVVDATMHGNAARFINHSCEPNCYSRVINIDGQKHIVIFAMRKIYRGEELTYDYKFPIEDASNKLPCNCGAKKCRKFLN
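Steps: dispense CXXC domain solution (7 uM) → pin compounds or unlabeled HOX-A9 DNA control → 5 min ambient → add FLSN-HOX-A9 solution (50 nM) → spin → 30 min ambient → fluorescence polarization. Tris pH 7.5/NaCl/DTT/BSA buffer.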
p53 reactivation = qHTS assay for re-activators of p53 using a Luc reporter | H1299 p53-A138V BP100-luciferase reporter, luminescence, 24 h | Potency, µM (titrated, usually from 92.2 µM), for the others: top-dose activity change, positive = activation, hits mostly activators | 0.063% of 320,000 active | AID 504706, 2011; note: % of control where 0% means no effect; nearly all actives have a fitted effect of over 45% in size
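H1299 (p53-null), stable ts p53-A138V + BP100-Luc; 1000 cells/well, Opti-MEM/10% FBS; cpd 4 pt, 1:5; 24 h, 37 deg C, 5% CO2; detection reagent 10 min RT; luminescence.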
ELG1 genotox = qHTS screen for small molecules that induce genotoxicity in human embryonic kidney (HEK293T) cells expressing luciferase-tagged ELG1; Potency, µM (top dose mostly 46 µM), inactives show at the highest dose activity change, positive = activation, actives largely listed as activators; 1.3% of 330,000 active; HEK293T ELG1-luciferase reporter, luminescence, 16 h; note: % of control where 0% means no effect; nearly all actives have a fitted effect of over 60% in size
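Genotoxicity was scored as increased ELG1-luciferase reporter signal, measured by ONE-Glo luminescence (30 min, room temperature). Compound or vehicle exposure of the HEK293T reporter cells lasted 16 hr at 37°C.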
NPC1 prom act = qHTS Assay for NPC1 Promoter Activators; Potency, µM (series often up to 9.22 µM), inactives show top-dose activation, hits mostly activators; 2.4% of 320,000 active; Huh7 NPC1 promoter luciferase reporter, 24 h;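 note: % of control where 0% means no effect; nearly all actives have a fitted effect of over 60% in size; reporter is driven by a mutant NPC1 promoter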
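Stably transfected Huh7 (NPC1 promoter→luciferase), 1500 cells/well in Opti-MEM + 10% FBS, 2 h settle, then compound 24 h at 37 °C. Luminescence after 10 min with Amplite reagent.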
VP16 counter = VP16 counterscreen qHTS for inhibitors of ROR gamma transcriptional activity. Potency, µM (titrated, usually from 53.6 µM), for the others: at the highest dose activity, negative = inhibition, most hits filed as inhibitors. Drosophila S2 Gal4-VP16 UAS-luciferase, luminescence, 20 h. 3.5% of 310,000 active;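 note: Gal4-VP16 expression switched on by copper sulfate through the metallothionein promoter; % is set by controls: 0 for no effect and ±100 for the full control effect; nearly all actives have a fitted effect of over 50% in size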
BRCA1 expr up = qHTS Assay to Identify Small Molecule Activators of BRCA1 Expression; MCF7-BRCA1-FFLuc reporter, luminescence, 48 h; response scale: scaled: vehicle 0%, 10 µM genistein 100%; Potency, µM (series often up to 46.1 µM), for the others: at the highest dose activation, most hits filed as activators; 1.1% of 380,000 active; AID 624202, 2012; note: nearly all actives have a fitted effect of over 80% in size; some results filed as inactive show a strong effect at the top dose
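Compounds are tested at multiple concentrations on MCF7 BRCA1-luciferase reporter cells seeded at 2000 per well; after 48 h, a single luminescence end-point is taken and curves fitted to the normalized data.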
Numbers without * were called inactive; ? = inconclusive; . = not tested or not shown; & = joins results of further samples; [ ] = dose if it differs, or a comment. Unless noted, calls come from the whole dose curve; as a rule, active = well fitted curve in the direction sought with a large enough effect; inconclusive = small, poorly fitted or top-dose-only effect, or another doubt; inactive = no such curve, though single readings can be large; an effect the other way counts as inactive or inconclusive. Potency is the fitted concentration of half-maximal effect. Not all compounds are listed; rates above refer to the full screens.

SMILES	RORgamma inh	uPA generation	FLuc counter	MBNL1-CUG inh	Rab9 prom act	CXXC DNA block	p53 reactivation	ELG1 genotox	NPC1 prom act	VP16 counter	BRCA1 expr up
N#Cc1cc(NC(=O)c2ccc(F)cc2)c(=O)n2c1[nH]c1ccccc12	3%	.	?	-4%	-11%	-10%	-4%	-15%	-10%	-5%	.
Cc1ccc(NC(=O)C(NC2CCCc3ccccc32)c2ccccc2)c([N+](=O)[O-])c1 (stereo not given)	6%	-5%	-3%	7%	-2%	4%	9%	-2%	-4%	-9%	-11%
COc1cc(C(C)=O)ccc1OCC(=O)Nc1cc(Cl)ccc1-n1cncn1	.	-2%	-2%	.	1%	.	-3%	2%	0%	.	-27%
Cc1c(C(=O)N(Cc2cccc(Br)c2)C2CCS(=O)(=O)C2)oc2ccc(F)cc12 (stereo not given)	3%	3%	-2%	1%	-5%	11%	-2%	-3%	1%	3%	-47%
CN(CC(=O)Nc1cccc(F)c1)CC(=O)Nc1cccc(S(=O)(=O)N2CCCCC2)c1	.	-5%	4%	.	-11%	.	-3%	-4%	-3%	.	-47%
[O-]C1=N/[N+](=C/c2ccccc2Cl)CC1	-17%	9%	-24%	2%	-7%	-5%	2%	-4%	3%	4%	-2%
O=C(/C=C/c1ccc2c(c1)OCO2)N1CCCCC1	-21%	-2%	12µM*	9%	1.6µM*	-2%	24%	?	3.5µM*	-7%	3.5µM*
Cc1ccsc1/C=N/NC(=O)c1ccc2c(c1)OCCO2	1.4µM*	-8%	0.95µM*	.	0.35µM*	-5%	-1%	1.6µM*	0.63µM*	-89%	-17%
CCC(C)(C)C(=O)Nc1cc([N+](=O)[O-])ccc1F	32%	-8%	-2%	?	0%	19%	13%	0%	-1%	-19%	-12%
Cc1cc(N2CCOCC2)nc2ccc(NC(=S)NCc3ccc4c(c3)OCO4)cc12	22µM*	-21%	-4%	-3%	-1%	7%	-1%	-9%	-3%	?	6%
Oc1c(C=Nc2cccc3nsnc23)ccc2ccccc12	?	-11%	1.7µM*	?	-1%	3%	5%	-1%	1%	-4%	-32%
O=C(c1ccc2ccccc2c1)C1CCCN(C(=O)c2noc3c2CCCC3)C1 (stereo not given)	9%	-7%	?	2%	-2%	-1%	-3%	-2%	2%	-4%	-3%
CCOC(=O)c1cccc(NC(=O)COc2nsnc2N2CCOCC2)c1	11%	9%	-2%	1%	2%	1%	-3%	-3%	14%	2%	-14%
COc1ccc(C)cc1NC(=O)C(=O)c1cn(CC(=O)N2CCCC2)c2ccccc12	18%	12%	-21%	15%	5%	-16%	-5%	-13%	0%	9%	-26%
COc1ccc(-c2cc(C(=O)NCCCN3CCOCC3)c3cc(C(C)C)ccc3n2)cc1	-11%	-22%	-11%	3%	2%	23%	-12%	-2%[9.26 µM]	-7%	-10%	0%
COc1ccc(CC(=O)NCC(=O)N/N=C/c2ccco2)cc1	-5%	4%	-1%	13%	1%	10%	3%	0%	-5%	-9%	-7%
Cc1ccc(-c2csc(N(CCO)CCCn3c(C(F)(F)F)nc4ccccc43)n2)cc1	-36%	0%	-2%	0%	-4%	3%	.	0%	-3%	?	-47%
O=C1OC2(O)C3C4C=CC(C4)C3C(=O)N2c2ccccc21 (stereo not given)	21%	1%	-2%	-2%	4%	0%	1%	0%	-3%	-1%	6%
CCCCOCCCNC(=O)c1c(-c2ccccc2)noc1C	6%	-2%	-1%	3%	-1%	2%	0%	6%	0%	19%	-4%
O=c1[nH]c2ccccc2n1CCCN1CCN(C(c2ccccc2)c2ccccc2)CC1	-1%&-2%	.	6%	-1%	0%	1%&-2%	3%	-5%	-5%	-3%&2%	.
COC(=O)c1nc2nc(C)cc(C(F)(F)F)n2n1	-21%	0%	7%	7%	5%	0%	0%	1%	-4%	2%	18%
Cc1ccccc1NC(=O)c1cn2c(nc3ccccc32)c(C#N)c1C	-2%	-7%	0%	-6%	-7%	2%	?	3%	-3%	-17%	1%
Cc1cccc(NS(=O)(=O)c2cccc(C(=O)NCC(C)(C)N3CCOCC3)c2)c1	-33%	-9%	-4%	-2%	4%	?	-8%	-9%	2%	-11%	-22%
COc1ccc(C)cc1NS(=O)(=O)c1ccc(NC(=O)CN(c2cc([N+](=O)[O-])ccc2C)S(C)(=O)=O)cc1	-15%	?	1%	-2%	14%	7%	3%	-6%	-5%	-10%	-73%
Cc1ccc(S(=O)(=O)NCCc2c[nH]c3ccccc23)cc1	7%	-4%	-18%	1%	-5%	6%	2%	-3%	1%	-3%	4%
Cc1nc2cc(C(=O)O)ccc2n1-c1ccc(F)cc1F	-20%	1%	2%	6%	-15%	1%	15%	-3%	7%	-1%	6%
CCC(=O)N1CCc2cc(Br)cc(S(=O)(=O)CC(=O)OC)c21	19%	-1%	-5%	-1%	16%	-11%	-9%	0%	-1%	5%	-3%
Cc1cc(Nc2ccc3c(c2)OCCO3)n2ncnc2n1	-17%	-3%	-12%	-13%	2%	9%	27%	7%	-1%	-4%	-14%
CNC(=O)CCCN1C(=O)c2ccccc2Sc2ncccc21	-13%	5%	-1%	-13%	-5%	-2%	-3%	0%	1%	12%	2%
CCCn1c(NCc2cccc(OC)c2OC)nc2ccccc21	-8%	-2%	?	-4%	11%	-4%	4%	?	-1%	18%	45%
COc1ccc(Cc2nnc(N/N=C/c3ccc(O)cc3)[nH]c2=O)cc1OC	2.2µM*	-9%	-3%	4%	-32%[inhibitor]	7%	?	16%	-34%[inhibitor]	4µM*	-77%
O=S(=O)(NC1c2cccc3cccc(c23)C1Sc1ncccn1)c1ccc(Cl)cc1 (stereo not given)	-21%[10 µM]	-2%	4%	.	-3%	6%	-3%	-9%	-1%	-9%	-94%
COCCSc1ccccc1C(=O)N1CCc2ccccc21	-3%	4%	-2%	0%	-2%	-6%	2%	-1%	-5%	-4%	3%
CC(=O)Nc1cc(-c2ccccc2)nn1Cc1ccc(Cl)cc1	10%	21%	5%	?	-6%	-8%	5%	1%	-2%	-16%	18%
CCOc1ccc2nc(SCC)[nH]c2c1	9%	-7%	19µM*	-6%	?	2%	17%	16%	?	-13%	47%
COc1ccc(N2CCN(C(=O)Cc3coc4cc(C)ccc34)CC2)cc1	20%	4%	-1%	4%	-24%	13%	-1%	-2%	-1%	7%	-21%
CCOC(=O)C(CC)/C(C)=N\NC(=O)CCC(=O)Nc1ccc(Cl)cc1Cl (stereo not given)	-16%	9%	-5%	-9%	-1%	1%	-1%	-2%	-1%	-1%	1%
Cc1[nH]nc(S(=O)CC(=O)O)c1[N+](=O)[O-] (stereo not given)	-23%	1%	-16%	3%	1%	15%	-3%	2%	-2%	-6%	-20%
CC(C)(C)n1ncc(Oc2ccccc2[N+](=O)[O-])c(Cl)c1=O	5%	-4%	-1%	-2%	-5%	7%	-9%	-2%	-5%	?	-19%
O=C(CSc1nccc(=O)[nH]1)NN(c1ccccc1)c1ccccc1	0%	6%	-10%	-5%	5%	-13%	1%	0%	-9%	-3%	1%
CCNC(=O)C1(c2ccccc2)CCCC1	16%	0%	-3%	-3%	.	7%	.	.	.	-18%	-8%
CC(NC(=O)C(=O)N/N=C/c1ccc(Cl)cc1)c1ccccc1 (stereo not given)	20%	0%	-2%	6%	1%	-4%	4%	?	-7%	2%	1%
O=C(Cc1c(F)cccc1Cl)Nc1cc(S(=O)(=O)N2CCOCC2)ccc1N1CCOCC1	.	-16%	0%	.	-9%	.	0%	1%	-4%	.	-8%
CCn1cc(CCC(=O)O)c(C)n1	15%	2%	-4%	.	-2%	-2%	1%	-2%	0%	6%	8%
N[C@@]12CCc3nonc3[C@]1(O)CC(c1ccccc1)=[N+]2[O-]	-12%	0%	1%	8%	10%	-8%	-20%	1%	0%	-2%	11%
O=C(OCC(=O)N1CCOCC1)c1ccccc1Br	-9%	-3%	?	-6%	?	7%	17%	?	23%	24%	86%
